CXXC DNA block: MLL CXXC-DNA interaction inhibition; Q03164; MLL-CXXC / FITC-HOXA9 DNA fluorescence polarization; Potency, µM (titrated, usually from 115 µM), without a hit: at the highest dose activity change, negative = inhibition, hits mostly inhibitors; hit rate 0.037% among 290,000; active = well fitted inhibition curve with a large enough effect in the polarisation, with a control signal flat, not every such curve was filed as active; inconclusive = small, poorly fitted or top-dose-only effect, or effect the other way, or a change in a side signal; inactive = no such curve, though single readings can be large or run the other way; the % refers to the polarisation; also: potency is read from the fitted curve at half-maximal effect
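Purified MLL-CXXC (added from a 7 uM solution) was preincubated 5 min at ambient with pinned compounds in 50 mM Tris-HCl pH 7.5, 50 mM NaCl, 1 mM DTT, 0.05% BSA. Fluorescein-labeled HOX-A9 DNA (50 nM solution) followed, 30 min, then polarization read.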
Giardia kill: Giardia lamblia killing | Giardia lamblia trophozoite viability | activity change, % at 7.66 µM, hits read low | hit rate 0.15% among 340,000; in the data active = activity change below about -80%; inconclusive = between about -30% and that limit;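 also: parasites exposed to compound for two days anaerobically before the ATP read; % is scaled to controls: 0 for no effect and ±100 for the full control effect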
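Luminescent ATP signal served as the viability read-out, measured 15-30 min after adding ATP detection reagent to trophozoites that had been incubated with compounds for 48 hrs at 37 deg C anaerobically at 100 cells/well.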
Coupling enz: inhibits coupling enzyme system, counter-screen for aldolase hits | coupling enzyme system counterscreen, AmpLite Red fluorescence | activity change, negative = inhibition, % at 58.2 µM, hits read low | hit rate 0.67% among 290,000 | AID 2472; in the data active = activity change below about -30%; also: % is scaled to controls: 0 for no effect and ±100 for the full control effect
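Compounds tested against the coupling enzymes alone at 57.5 uM final; readout was AmpLite Red fluorescence (525/598 nm) after 20 min at RT.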
Menin MLL FP TR: inhibitors of human menin-MLL interaction, mutant MLL peptide. O00255. Menin + Texas Red MLL mutant peptide, fluorescence polarization. hit rate 0.23% among 270,000. Potency, µM (series often up to 61.6 µM), inactives show top-dose FP activity change, negative = inhibition, most hits filed as inhibitors; active = well fitted inhibition curve with a large enough effect in the polarisation, with a control signal flat, not every such curve was filed as active; inconclusive = small, poorly fitted or top-dose-only effect, or effect the other way, or a change in a side signal; inactive = no such curve, though single readings can be large or run the other way; the % refers to the polarisation; also: potency is read from the fitted curve at half-maximal effect; % of control where 0% means no effect; many of its hits are not listed in these tables
USP2a inh: blocks human ubiquitin-specific protease USP2a; USP2 core, Ub-CHOP2 coupled fluorogenic reporter, 485/531; Potency, µM (doses to about 38.3 µM), for inactives: at the top dose activity change, negative = inhibition, actives largely listed as inhibitors; hit rate 0.01% among 330,000;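 also: potency is read from the fitted curve at half-maximal effect; plate controls were DMSO wells for no effect and full inhibition by NEM control for full effect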
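Cell-free coupled assay: 10nM USP2 core preincubated 30min RT with compound in Tris-HCl pH 8.0/CaCl2/CHAPS buffer, then 25nM Ub-CHOP2 and 25nM reporter substrate; fluorescence (Ex 485/Em 531) read after 60min RT, normalized to NEM inhibition, concentration-response curves fitted.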
KCNH2 3.1 inh: inhibitors of human KCNH2 3.1 potassium channel isoform; hit rate 0.95% among 340,000; activity change, % (tested at about 1.8 µM); U2OS KCNH2 3.1, thallium flux FluxOr; stronger effect = lower value; AID 720553;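 active = maximum activity change below -70%; inconclusive = maximum activity change from -70% to -50%; inactive = maximum activity change above -50%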;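 also: thallium influx rate constant from kinetic fluorescence after stimulation buffer; % is scaled to controls: 0 for no effect and ±100 for the full control effect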
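Channel expression came from 3.1 mutant virus (1.77 x 10^8 /mL) applied to suspended U2OS cells for 4 h. Flux was tracked with FluxOr dye plus Red40 quencher, and kinetic rate constants normalized to controls.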
B2AR arrestin: recruits beta-arrestin to the human beta2-adrenergic receptor; Potency, µM (doses to about 46.1 µM), for the others: at the highest dose activation, actives largely listed as activators; hit rate 0.02% among 330,000; beta-arrestin recruitment to beta2AR, cell-based reporter;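 also: potency is read from the fitted curve at half-maximal effect; 0% = DMSO controls and full agonism = EC100 isoproterenol or metaproterenol; nearly all actives have a fitted effect of over 65% in size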
GALK inhibitor: galactokinase (human) inhibition; Purified GALK, Kinase-Glo residual ATP luminescence; AID 1868; P51570; Potency, µM (series often up to 57.5 µM), without a hit: top-dose activity change, negative = inhibition, usual class: inhibitors; hit rate 0.007% among 270,000; also: potency is read from the fitted curve at half-maximal effect; % is scaled to controls: 0 for no effect and ±100 for the full control effect
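GALK at 5 nM final was combined with compound, 35 uM ATP and 100 uM galactose in HEPES pH8.0 with MgCl2 and DTT. The reaction ran one hour at room temperature before luminescent ATP detection.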
KCNH2 WT inh: KCNH2 (human, wildtype) channel inhibition; U2OS, BacMam KCNH2, thallium flux FluxOr; stronger effect = lower value; activity change, % at 1.84 µM; hit rate 0.37% among 340,000; AID 720551;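 active = maximum activity change below -70%; inconclusive = maximum activity change between -70% and -50%; inactive = maximum activity change above -50%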; also: % is scaled to controls: 0 for no effect and ±100 for the full control effect
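U2OS cells were transduced with wild-type KCNH2 virus (2.03 x 10^8 / mL) for 4 h at room temperature, then cultured overnight at 37 C. Thallium flux was read with FluxOr dye. Rate constants were normalized to DMSO controls.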
PKM2 act: PKM2 (human) enzyme activation; AID 1631; purified PKM2, Kinase-Glo ATP luminescence, activation; response scale: 0% is enzyme alone, no compound; hit rate 0.34% among 260,000; Potency, µM (top dose mostly 57.5 µM), without a hit: at the highest dose activation, hits mostly activators; P14618; also: potency is read from the fitted curve at half-maximal effect; % is scaled to controls: 0 for no effect and ±100 for the full control effect; nearly all actives have a fitted effect of over 55% in size
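Kinase-Glo luminescence reports ATP generated from ADP (0.1 mM) and PEP (0.5 mM) by purified hPK-M2 after 1 h at room temperature, pH 7.2 imidazole buffer; intermediate enzyme activity allows detecting inhibitors and activators.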
TRPV1 agonist: human TRPV1 agonism; Q8NER1; TRPV1-expressing cells, Fluo-8 calcium influx, agonist mode; activation, % at 8.33 µM; hit rate 0.19% among 320,000; in the data active = activation above about 80%; inconclusive = between about 30% and that limit; also: 0% is about no effect
Target sequence (Q8NER1 whole entry, looked up): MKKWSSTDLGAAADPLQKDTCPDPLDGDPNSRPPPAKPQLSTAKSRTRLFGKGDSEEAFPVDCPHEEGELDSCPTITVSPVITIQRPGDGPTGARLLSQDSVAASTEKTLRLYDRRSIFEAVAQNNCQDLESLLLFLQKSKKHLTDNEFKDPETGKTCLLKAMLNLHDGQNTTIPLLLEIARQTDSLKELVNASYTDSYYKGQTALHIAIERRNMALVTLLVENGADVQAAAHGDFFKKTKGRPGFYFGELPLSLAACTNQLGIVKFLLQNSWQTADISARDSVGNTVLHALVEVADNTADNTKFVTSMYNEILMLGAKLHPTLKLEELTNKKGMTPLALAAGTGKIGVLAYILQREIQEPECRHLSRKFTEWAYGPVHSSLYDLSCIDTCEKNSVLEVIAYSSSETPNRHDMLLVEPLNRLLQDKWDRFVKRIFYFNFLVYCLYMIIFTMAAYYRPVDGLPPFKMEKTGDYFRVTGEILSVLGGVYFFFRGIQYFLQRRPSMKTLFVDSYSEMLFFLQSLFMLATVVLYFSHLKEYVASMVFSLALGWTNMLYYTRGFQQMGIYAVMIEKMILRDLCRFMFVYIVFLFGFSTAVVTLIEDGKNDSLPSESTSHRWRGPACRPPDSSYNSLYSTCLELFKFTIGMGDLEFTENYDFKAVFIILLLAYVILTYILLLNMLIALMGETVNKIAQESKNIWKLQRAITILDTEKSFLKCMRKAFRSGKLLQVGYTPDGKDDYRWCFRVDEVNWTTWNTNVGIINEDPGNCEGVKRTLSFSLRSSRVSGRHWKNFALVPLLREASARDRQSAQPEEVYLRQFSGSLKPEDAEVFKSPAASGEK
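Cells expressing TRPV1 were dye-loaded with Fluo-8 and read kinetically: 10 s baseline, 3 min after compound (agonist portion), then 2 min after EC20 capsaicin (allosteric enhancer portion). Calcium-bound dye fluorescence at 480/520 nm.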
An asterisk follows results filed as active; ? = inconclusive; nt = not tested or not shown; [ ] = another dose, or the depositor's remark. Unless noted, calls follow the shape of the dose curve; as a rule, active = well fitted curve in the direction sought with a large enough effect; inconclusive = small, poorly fitted or top-dose-only effect, or another doubt; inactive = no such curve, though single readings can be large; an effect the other way counts as inactive or inconclusive. These rows are one share of the data; the hit share may differ from the screen's.

SMILES	CXXC DNA block	Giardia kill	Coupling enz	Menin MLL FP TR	USP2a inh	KCNH2 3.1 inh	B2AR arrestin	GALK inhibitor	KCNH2 WT inh	PKM2 act	TRPV1 agonist
CC1CSc2nnc(CCc3ccccc3)n21 (stereo not given)	4%	13	1	0%	4%	33	0.0%	1%	3	-1%	-1
COc1ccc(C2(C(=O)NCCCN3CCOCC3)CCOCC2)cc1	-4%	-16	0	1%	1%	4	-1.3%	3%	9	-6%	-6
Cc1cccc(C)c1OCc1cc(C(=O)N2CCNC(=O)C2)no1	0%	4	nt	nt	3%	18	0.1%	6%	-10	nt	2
O=C(C[n+]1cccc(O)c1)Nc1ccc(Br)cc1	-8%	6	0	-6%	4%	16	0.0%	12%	4	-31%	-6
CCN(CC)CC(=O)Nc1sc(C)c(C)c1C(=O)c1ccc(C)cc1	3%	21	-1	-25%	0%	3	0.0%	8%	1	-4%	?
COc1cc(NC(=O)c2ccco2)c(OC)cc1NC(=O)Nc1cccc(Cl)c1	96%[activator]	-3	0	?	-3%	-12	0.0%	1%	-13	0%	?
COc1ccccc1N1CCN(C(=O)CSc2nc3ccccc3c(=O)n2CC2CCCO2)CC1 (stereo not given)	1%	12	-2	?	-1%	3	0.1%	-2%	4	0%	0
Cc1ccc(OCCn2c(C)nc3ccccc32)cc1	3%	6	0	1%	1%	-15	0.6%	-7%	16	3%	7
CCOc1ccc2nc(NC(=O)C3CCCN(S(=O)(=O)c4cccs4)C3)sc2c1 (stereo not given)	26%	-3	-6	?	-2%	-31	-0.3%	-1%	3	7%	1
Cn1c(C(=O)NCC2CCCO2)cc2c(=O)[nH]c3ccccc3c21 (stereo not given)	-2%	11	1	-7%	-1%	7	3.3%	-1%	-5	3%	-4
CC(=O)c1c(C)nn(CC(=O)NC2CCCN(Cc3ccc(CC(C)C)cc3)C2)c1C (stereo not given)	?	-27	nt	nt	-3%	-18	-0.2%	1%	36	nt	10
CC1CCC(NC(=O)c2ccc3snnc3c2)CC1 (stereo not given)	8%	5	0	6%	-2%	-7	-0.1%	0%	2	nt	?
CCn1c(SC/C=C/c2ccccc2)nnc1-c1cccs1	-4%	-12	0	-3%	-1%	10	0.3%	0%	4	5%	-2
CC(=O)Nc1ccccc1C(=O)N1CCc2ccccc21	-14%	5	-1	5%	-2%	6	-0.7%	4%	-1	-2%	-3
O=C(CS(=O)CC(=O)N(c1ccccc1)C(C(=O)NC1CCCC1)c1cccs1)Nc1ccc(F)cc1 (stereo not given)	0%	7	4	-3%	1%	-4	-0.1%	0%	-3	1%	2
Cc1cc(C)c(NC(=O)CNC(=O)CN2C(=O)NC3(CCCc4ccccc43)C2=O)c(C)c1 (stereo not given)	nt	-15	nt	nt	-1%	6	-0.2%	nt	6	nt	-3
CSc1nnc(-c2ccccc2N=Cc2c(C)[nH]n(-c3ccc4ccccc4c3)c2=O)c(=O)[nH]1	-13%	11	0	?	1%	nt	-0.2%	nt	-1	-18%	-3
Cn1c(COc2ccccc2)nnc1SCc1cc(=O)[nH]c2ccccc12	-2%	-26	-1	10%	1%	10	0.3%	2%	24	-14%	2
NNC(=O)c1csc(-c2ncc(C(F)(F)F)cc2Cl)n1	-9%	3	0	nt	5%	-28	-0.3%	-1%	-10	3%	5
O=C(NCc1ccccn1)c1nn(-c2ccccc2)c(=O)c2ccccc12	1%	-7	5	-5%	3%	-12	0.2%	-2%	8	11%	-2
O=C(COc1ccccc1)Nc1ccc2oc(=O)ccc2c1	-8%	4	0	5%	-2%	14	-0.1%	-1%	4	0%	7
CCCSC1=N/C(=C\c2ccsc2)C(=O)S1	14%	9	6	?	3%	3	0.2%	2%	8	7%	2
Cc1ccc(O)c(-c2cc(C(=O)NCc3ccccc3)[nH]n2)c1	6%	-6	-1	24%	0%	-1	3.2%	nt	-10	0%	8
O=C(Nc1nccs1)C1=COCCO1	nt	-11	nt	nt	1%	11	-0.2%	nt	14	nt	nt
CC(=O)c1sc(-c2ccccc2Cl)nc1C	0%	-18	5	0%	12%	-14	0.0%	-3%	-1	0%	6
O=C(Nc1ccccc1Cl)C1Cc2ccccc2O/C1=N\O (stereo not given)	-4%	22	1	6%	2%	12	-1.0%	1%	2	nt	2
CCOC(=O)c1sc(N(C)C(C)=O)nc1C	0%	-3	0	24%	1%	16	-0.2%	-3%	-5	-5%	-3
NS(=O)(=O)c1ccc(CCNC(=O)c2cc3ccccc3s2)cc1	2%	-20	0	?	?	-11	-0.2%	1%	4	nt	1
COC(=O)CCCCCCCC(=O)Nc1nnc(C(F)(F)F)s1	-2%	-2	0	nt	1%	4	0.5%	1%	-1	?	3
COc1ccc(/C(C)=N/OCC(=O)Nc2nc3ccccc3s2)cc1OC	4%	-3	-12	20%	1%	-10	0.1%	1%	9	-19%	11
CSc1nc2ccc(NC(=O)c3ccc(F)c(F)c3)cc2s1	6%	-4	-3	?	2%	-1	0.0%	16%	15	-1%	-4
CCOc1ccc(N2C(=O)NC(Cc3c[nH]c4ccccc34)C2=O)cc1 (stereo not given)	-3%	3	0	26%	0%	8	0.0%	-2%	-19	2%	2
CC(C)c1ccccc1NC(=S)NC(=O)C1CCCCC1	nt	7	nt	nt	-6%	-3	-1.1%	nt	-16	nt	nt
CCCc1nn2c(=O)c(C(c3cccc(Cl)c3)c3c(O)nc4sc(CCC)nn4c3=O)c(O)nc2s1	-17%	-10	7	61%[activator]	1%	-5	-1.0%	6%	-12	-5%	2
CCc1ccc2nc(SCC(=O)Nc3nnc(C)s3)c(C)cc2c1	7%	71[activator]	2	?	3%	-91*	0.0%	10%	-6	nt	1
COc1ccc(OCc2cc(C(=O)N3CCC(c4ccccc4)CC3)no2)c(Cl)c1	-9%	-18	nt	nt	-4%	nt	-0.3%	7%	5	10%	?
Cc1ccc2nc(CCc3nc4ccc(C)cc4o3)oc2c1	3%	4	1	4%	2%	7	-0.3%	6%	4	9%	1
COc1ccc(NC(=O)CSc2nnc(Cc3cccn3C)n2-c2ccc(F)cc2)cc1OC	2%	-14	-10	-2%	-1%	1	0.4%	3%	1	7%	-6
CCN(CC)CC(=O)Nc1ccc(/C(C)=N/NC2=NCCN2)cc1	-3%	-11	-3	0%	0%	9	0.0%	-2%	nt	-6%	1
O=C(O)C1C2CCC(C2)C1C(=O)Nc1cc(F)ccc1F (stereo not given)	-1%	14	0	12%	3%	-4	-0.5%	4%	0	-6%	0
COc1ccc(-n2c(=O)cc(N3CCOCC3)[nH]c2=O)cc1	12%	-10	2	2%	2%	1	0.1%	0%	-14	3%	-3
O=C(c1ccc2c(=O)n3c(nc2c1)CCCCC3)N1CCN(c2ccc([N+](=O)[O-])cc2)CC1	23%	-3	nt	nt	1%	-36	-0.8%	-4%	-3	nt	-2
COCc1ccc(CN2CCCC(C(=O)Nc3ccc(-c4cccc(OC)c4)cc3)C2)o1 (stereo not given)	5%	7	nt	nt	-6%	-14	-0.9%	-5%	-2	nt	12
Cc1cc(C)cc(OCC(=O)OCC(=O)NC2CCCCCCC2)c1	nt	2	nt	nt	1%	-6	-0.4%	nt	2	nt	5
O=C(O)/C=C\C(=O)Nc1ccccc1N1CCN(c2ccccc2)CC1	-29%	4	4	8%	1%	13	0.2%	-1%	-3	3%	2
CCc1ccc(/C=N/n2c(C)cc(C)c(C#N)c2=O)cc1	7%	-2	-4	-5%	-1%	4	15%	0%	-4	1%	-4
CC1=C(C(=O)OC2CCCCCCC2)C(c2cc3c(cc2Br)OCO3)CC(=O)N1 (stereo not given)	10%	-1	-3	nt	2%	-3	0.1%	0%	-17	-6%	3
O=C(CC1C(=O)NCCN1Cc1c(F)cccc1Cl)NCCCN1CCCC1=O (stereo not given)	-4%	9	0	1%	0%	-1	0.8%	4%	18	0%	-2
O=C(O)CSC(=S)N1CCCCC1	7%	-6	5	-1%	0%	-4	-0.3%	2%	-5	-2%	-6
COCCCN(Cc1cccs1)S(=O)(=O)c1csc(C(N)=O)c1	8%	-1	nt	nt	1%	17	0.3%	-2%	0	nt	-1
CN(C)CCNC(=O)C(=O)NCC1CCCN1S(=O)(=O)c1cccs1 (stereo not given)	nt	9	nt	nt	1%	14	0.2%	nt	-3	nt	8

2 compounds picked at random from the list so far:
SMILES	CXXC DNA block	Giardia kill	Coupling enz	Menin MLL FP TR	USP2a inh	KCNH2 3.1 inh	B2AR arrestin	GALK inhibitor	KCNH2 WT inh	PKM2 act	TRPV1 agonist
O=C(O)/C=C\C(=O)Nc1ccccc1N1CCN(c2ccccc2)CC1	-29%	4	4	8%	1%	13	0.2%	-1%	-3	3%	2
CSc1nnc(-c2ccccc2N=Cc2c(C)[nH]n(-c3ccc4ccccc4c3)c2=O)c(=O)[nH]1	-13%	11	0	?	1%	nt	-0.2%	nt	-1	-18%	-3
